phage Ecoli inh: growth loss of phage-infected E. coli, primary screen, RecBCD inhibitor project, absorbance, with phage, HTS; inhibition, % at 11.9 µM; actives 0.26% (n = 360,000); AID 651602, 2012; in the data active = inhibition above about 11%
Active calls of the source: *. Not all compounds are listed (hit frequency here may not be typical).

Cc1ccc(S(=O)(=O)N2CCC(=O)N([C@H](COCc3cccc(Cl)c3)C(C)C)CC2)cc1
  phage Ecoli inh = 2.7
O=C1[C@@H](c2ccccc2)CC[C@@H]2C=CC[C@H]3CCN1[C@@H]32
  phage Ecoli inh = 2.6
CC(C)Oc1cccc(NC(=O)C2(C)CCN2C(=O)C(C)C)c1 (stereo not drawn)
  phage Ecoli inh = 0.1
CCCCCCC12C(=Cc3cc(C)ccc31)c1ccccc1C(CC(=O)NCc1ccccc1)N2C(=O)OC (stereo not drawn)
  phage Ecoli inh = -1.6
Cc1ccc(OCCNC(=O)[C@@H](Cc2ccccc2)NC(=O)[C@H]2O[C@@H](n3ccc(=O)[nH]c3=O)[C@H](O)[C@@H]2O)cc1C
  phage Ecoli inh = 2.5
CN(C)CCNc1cccc2sc3ccc(O)cc3c(=O)c12
  phage Ecoli inh = 13.4*
CC1(C(=O)NS(=O)(=O)C2CC2)CCN(C(=O)c2ccc(F)c(Cl)c2)C1 (stereo not drawn)
  phage Ecoli inh = 2.6
COc1ccccc1Cc1c(-c2cccc(Br)c2)nc2ccc(Br)cn12
  phage Ecoli inh = 0.0
COc1ccc(NC(=O)c2cc(-c3ccc(F)cc3OC)n[nH]2)c(C)c1
  phage Ecoli inh = -1.0
CC(C)[C@@H]1Cc2[nH]n(C)c(=O)c2[C@H](c2ccc(F)cc2)O1
  phage Ecoli inh = 1.4
CCCc1nc2ccccc2n1C(CC)C(=O)NC(C)(C)C (stereo not drawn)
  phage Ecoli inh = 1.9
NC(CO)c1csc(NC(=O)Nc2ccccc2Cc2ccccc2)n1 (stereo not drawn)
  phage Ecoli inh = 1.1
C[C@H]1CN([C@@H](C)CO)S(=O)(=O)c2ccc(Br)cc2O[C@H]1CN(C)C(=O)c1ccccc1F
  phage Ecoli inh = 0.2
CC(C)C[C@H]1CN(CCCC[C@H]2CNC(=O)C(=O)N2CCC2CCCCC2)C(=O)C(=O)N1CCC1CCCCC1
  phage Ecoli inh = -0.2
COc1cc(OC)nc(C(NC(=O)C2CCN(Cc3ccc(Oc4ccccc4)cc3)CC2)c2ccccc2C)n1 (stereo not drawn)
  phage Ecoli inh = 1.9
CCOC(=O)[C@]12CCCC=C1N(Cc1cccc3ccccc13)C(=O)[C@H](CC(=O)N1CCN(C(=O)C3CC3)CC1)C2
  phage Ecoli inh = 1.4
O=C(Nc1ccccc1)c1cc(C2CCCN(C(=O)C/C=C/c3ccccc3)C2)on1 (stereo not drawn)
  phage Ecoli inh = 1.1
CC(=O)Nc1ccc(-c2ccnc3c2CC(C(=O)NCC2CC2)O3)cc1 (stereo not drawn)
  phage Ecoli inh = 1.6
CCC(c1nnnn1-c1ccc2c(c1)OCCO2)N1CCN(C/C=C/c2ccccc2)CC1 (stereo not drawn)
  phage Ecoli inh = 0.0
CSCCNC(=O)C1(C)CCN1C(=O)c1ccc(C(C)(C)C)cc1 (stereo not drawn)
  phage Ecoli inh = 0.6
Cc1ccc(C(NC(=O)C2CCN(CCCOc3ccccc3)CC2)c2ccccn2)cc1 (stereo not drawn)
  phage Ecoli inh = -1.3
Cc1cccc(N(C)c2cc(-c3ccc(F)cc3)nc3ccnn23)c1
  phage Ecoli inh = 2.1
OC[C@@H]1CN(Cc2ccc(F)cc2)C[C@H](n2cnc3c(Nc4ccccc4)ncnc32)O1
  phage Ecoli inh = 1.1
COc1ccc(C(C)=O)cc1CC1(C)C(=O)Nc2ccc(-c3cccc(C(F)(F)F)c3)cc21 (stereo not drawn)
  phage Ecoli inh = -0.3
COc1ccccc1Cc1c(-c2ccc(C)cc2)nc2c3ccccc3ccn12
  phage Ecoli inh = 3.6

Rewritten with bars between the fields: entries from further up.
compound | phage Ecoli inh
Cc1ccc(C(NC(=O)C2CCN(CCCOc3ccccc3)CC2)c2ccccn2)cc1 (stereo not drawn) | -1.3
Cc1cccc(N(C)c2cc(-c3ccc(F)cc3)nc3ccnn23)c1 | 2.1
OC[C@@H]1CN(Cc2ccc(F)cc2)C[C@H](n2cnc3c(Nc4ccccc4)ncnc32)O1 | 1.1

The results go on.
CC1(C(=O)NS(=O)(=O)c2ccc(F)cc2F)CCN1C(=O)CC1CC1 (stereo not drawn)
  phage Ecoli inh = 3.9
COc1ccc(-c2coc3c(C(=O)NCCN(C)C)cccc23)c(C)c1
  phage Ecoli inh = 0.7
COc1cc(C2Oc3ccccc3C=C2[N+](=O)[O-])cc(OC)c1OC (stereo not drawn)
  phage Ecoli inh = 3.1
CCOC(=O)[C@]12CCC=C1N(Cc1ccc3c(c1)OCO3)C(=O)[C@H](CC(=O)NCc1cccc3ccccc13)C2
  phage Ecoli inh = 1.2
CCOC(=O)C1=C(C(=O)OCC)C2N(Cc3ccc(C#N)cc3)c3ccccc3[C@@]23C[C@@H](C(=O)OC)N(S(=O)(=O)c2cccs2)C3=N1 (stereo partly drawn)
  phage Ecoli inh = 1.9
O=C(NC1CCCCC1)C(c1ccncc1)n1c(=O)c(-c2cc3ccccc3[nH]2)nc2ccccc21 (stereo not drawn)
  phage Ecoli inh = 2.1
CCCS(=O)(=O)NC(=O)C1(C)CCN(C(=O)c2cccc3ccccc23)C1 (stereo not drawn)
  phage Ecoli inh = 1.5
NC(=O)c1cccc(-c2coc3c(C(=O)NC4CCCCC4)cccc23)c1
  phage Ecoli inh = 2.9
OC(c1ccc(-c2ccccc2)cc1)c1ncc(-c2cccc(F)c2)[nH]1 (stereo not drawn)
  phage Ecoli inh = 0.1
CC(C)(C)c1ccccc1NC(=O)Nc1nc(C(N)c2ccccc2)cs1 (stereo not drawn)
  phage Ecoli inh = 3.7
CC(C)[C@H](NC(=O)C1CC1)C(=O)N1CCC[C@H]1C(=O)NCc1ccccc1
  phage Ecoli inh = 3.3
OCC1SC(O)C(O)C(O)C1O (stereo not drawn)
  phage Ecoli inh = 0.7
Cc1cc(C)cc(CC(=O)N2CCC2(C)C(=O)NS(=O)(=O)c2ccccc2C)c1 (stereo not drawn)
  phage Ecoli inh = 2.8
Nc1nc(-c2ccc(Cl)cc2)cs1
  phage Ecoli inh = -1.2
CCCCN(C)c1c(C)nc2ccc(C(=O)Nc3ccc(OC)c(OC)c3)cn12
  phage Ecoli inh = 0.0
Cc1ccc(CC2(C)C(=O)Nc3c(Cl)ccc(Cl)c32)cc1 (stereo not drawn)
  phage Ecoli inh = 2.3
CCOC(=O)/C(=C\Nc1ccc(OCc2ccccc2)cc1)NC(=O)c1ccccc1
  phage Ecoli inh = 1.1
CNc1ncnc2c1ncn2[C@H]1CN(CCOC)C[C@@H](CO)O1
  phage Ecoli inh = 2.1
CCOC(=O)C1=C[C@@H](C(C)(C)C)N(S(=O)(=O)c2ccc(C)cc2)[C@H]1c1ccccc1
  phage Ecoli inh = 2.3
O=C(O)c1cccc(-c2csc(C(O)c3ccc(F)cc3)n2)c1 (stereo not drawn)
  phage Ecoli inh = 3.6
CCCC(=O)N1CCC1(C)C(=O)Nc1ccccc1-c1ccccc1 (stereo not drawn)
  phage Ecoli inh = 4.3
CC(=O)c1cccc(-c2csc3ncnc(Sc4nnnn4C)c23)c1
  phage Ecoli inh = 0.9
CC(=O)C(=Cc1ccccc1)c1ccccc1
  phage Ecoli inh = 1.0
Cc1ccc(C)c(C(O)c2ncc(-c3ccc(C(F)(F)F)cc3)[nH]2)c1 (stereo not drawn)
  phage Ecoli inh = 4.8
CCOC(=O)CC1(C)Oc2ccccc2N1S(=O)(=O)c1ccc(C)cc1 (stereo not drawn)
  phage Ecoli inh = -1.2

CCOC(=O)C1(C)CCCN(C(=O)c2ccc3ccccc3c2)C1 (stereo not drawn)
  phage Ecoli inh = 0.8
COc1ccc(C(=O)c2[nH]c(N)c(C(=O)NCCc3c[nH]c4ccccc34)c2-c2ccc(Br)cc2)cc1
  phage Ecoli inh = 0.2
CN(Cc1ccccc1)c1cc2c(c3c1ccn3C)C1CCC2O1 (stereo not drawn)
  phage Ecoli inh = 3.7
CCOC(=O)[C@]12CCCC=C1N(Cc1ccc(Cl)cc1Cl)C(=O)[C@H](CC(=O)NCc1ccc(C)o1)C2
  phage Ecoli inh = -0.6
CC(C)C1CC2=C(C(=O)OC(C)(C)O2)C(c2ccc(F)cc2)O1 (stereo not drawn)
  phage Ecoli inh = 1.0
CSc1ccc(CN2CCC(C)(Oc3ccccc3C)C2)cc1 (stereo not drawn)
  phage Ecoli inh = 1.2
CC(C)N1CCCC(C)(C(=O)Nc2ccccc2)C1 (stereo not drawn)
  phage Ecoli inh = 1.0
CS(=O)(=O)n1c2ccccc2c(=O)n1-c1ccccc1CCl
  phage Ecoli inh = 0.2
O=C1NC[C@H](CCCCN2CCN(Cc3ccccc3)C(=O)C2=O)N(CCc2ccc(O)cc2)C1=O
  phage Ecoli inh = 2.2
CCCCCCCCN1C(=O)[C@H](CC(=O)N2CCN(C(=O)c3ccco3)CC2)C[C@@]2(C(=O)OCC)CCCC=C12
  phage Ecoli inh = -0.3
COC(=O)[C@]12CCCCC=C1N(CCc1ccc(OC)c(OC)c1)C(=O)[C@H](CC(=O)NCc1ccc(C)o1)C2
  phage Ecoli inh = -0.5
CN1OC[C@@H]2CN(C(=O)CCc3ccccc3)[C@H](c3ccc(N4CCCCC4)cc3)C[C@@H]21
  phage Ecoli inh = 1.0
CCOC(=O)[C@]12CCC=C1N(Cc1ccc(Cl)cc1Cl)C(=O)[C@H](CC(=O)NCC1CCCCC1)C2
  phage Ecoli inh = -0.2
O=C(NCc1ccc2c(c1)OCO2)c1[nH]c(C(F)(F)F)nc1-c1ccccc1
  phage Ecoli inh = 4.0
COc1cccc(C(=O)N2[C@H](COCc3ccccc3)C=CS2(=O)=O)c1
  phage Ecoli inh = 3.8
CCc1nc2ccc(C(=O)NCC3CCCCC3)cn2c1N(C)Cc1ccc(OC)cc1
  phage Ecoli inh = -1.6
CC1(C(=O)NS(=O)(=O)C2CC2)CCN(C(=O)c2cccc(Cl)c2)C1 (stereo not drawn)
  phage Ecoli inh = 2.5
CC1(C(=O)Nc2ccc3nc[nH]c3c2)CCN1C(=O)C1(c2ccccc2)CCCC1 (stereo not drawn)
  phage Ecoli inh = 1.4
O=C(NC(c1ccc2ccccc2n1)c1cccs1)C1CCN(Cc2cccc(C(F)(F)F)c2)CC1 (stereo not drawn)
  phage Ecoli inh = 0.3
NC(Cc1ccc(F)cc1)c1csc(Nc2ccc(C(=O)c3ccccc3)cc2)n1 (stereo not drawn)
  phage Ecoli inh = -0.8
OCc1cccc(-c2csc(C(O)c3ccccc3)n2)c1 (stereo not drawn)
  phage Ecoli inh = 1.7
COc1cccc(NC(=O)C2(C)CCN2CCc2ccccc2)c1 (stereo not drawn)
  phage Ecoli inh = 2.6
COc1ccc(-c2ccccc2)cc1NC(=O)[C@@H]1O[C@H](CO)[C@H](O)[C@H](O)[C@H]1O
  phage Ecoli inh = 1.6
Cc1cccc(S(=O)(=O)NC(=O)C2(C)CCN2C(=O)CC2CCCCC2)c1 (stereo not drawn)
  phage Ecoli inh = 2.3
CCCOc1ccc(F)cc1-c1cc(C(=O)Nc2cc(OC)c(OC)c(OC)c2)[nH]n1
  phage Ecoli inh = 0.0

Clc1ccc(-c2nc3c4ccccc4ccn3c2Cc2cccc(Cl)c2)cc1
  phage Ecoli inh = 1.7
CC(=O)Nc1cccc(-c2csc(Nc3ncccn3)n2)c1
  phage Ecoli inh = 3.3
CCCC(=O)N1CCCC1(C)C(=O)Nc1cccc(OC(C)C)c1 (stereo not drawn)
  phage Ecoli inh = 1.9
Cc1ccc(NC(=O)C2(C)CCN2Cc2csc3ccccc23)cc1 (stereo not drawn)
  phage Ecoli inh = 2.5
CCn1c2c(n(C(C)=O)c1=O)C[C@@H](c1ccccc1)[C@@H](C)[C@@H](C(=O)N1CCCC1)C2
  phage Ecoli inh = 1.8
CCOc1ccc(CCN2C(=S)N([C@@H](Cc3ccc(O)cc3)CN3CCC[C@@H]3CN3C(=S)NC[C@@H]3Cc3ccccc3)C[C@@H]2Cc2ccccc2)cc1
  phage Ecoli inh = 3.4
O=C(O)c1cccc(C(=O)O)c1S(=O)Cc1ccccc1 (stereo not drawn)
  phage Ecoli inh = 3.5
COc1ccc(N2C(=O)c3[nH]nc(-c4ccccc4)c3C2c2cccc(C(F)(F)F)c2)cc1 (stereo not drawn)
  phage Ecoli inh = -1.9
CCCC(=O)N1CCC1(C)C(=O)NS(=O)(=O)c1cccc(C)c1 (stereo not drawn)
  phage Ecoli inh = 1.2
CCCCC[C@H](C)N1C[C@H](COCc2ccccc2)Oc2cc(N3CCC[C@@H]3COC)ccc2S1(=O)=O
  phage Ecoli inh = 0.6
CSc1ccc(C(O)c2ncc(-c3ccc(F)cc3)[nH]2)cc1 (stereo not drawn)
  phage Ecoli inh = 3.4
CCc1nc2c(OCCC3CCCCC3)cccn2c1N(C)C(=O)c1ccncc1
  phage Ecoli inh = 0.5
COc1cccc(C(NC(C)=O)c2nc(-c3ccccc3C)cs2)c1 (stereo not drawn)
  phage Ecoli inh = 2.2
COC(=O)[C@H](CC(C)C)NS(=O)(=O)c1c(F)cccc1F
  phage Ecoli inh = 4.6
COCCCN1C(=O)C(CC(=O)NC(c2ccccc2)c2ccccc2)CC(C(=O)N(C(C)C)C(C)C)=C1C (stereo not drawn)
  phage Ecoli inh = 2.1
CC1Cc2[nH]c(=S)[nH]c(=O)c2C(c2ccc(C(C)C)cc2)O1 (stereo not drawn)
  phage Ecoli inh = 2.0

Shown tab-delimited: part of the list above
Structure	phage Ecoli inh
CCCC(=O)N1CCCC1(C)C(=O)Nc1cccc(OC(C)C)c1 (stereo not drawn)	1.9
CCCCC[C@H](C)N1C[C@H](COCc2ccccc2)Oc2cc(N3CCC[C@@H]3COC)ccc2S1(=O)=O	0.6
CCc1nc2c(OCCC3CCCCC3)cccn2c1N(C)C(=O)c1ccncc1	0.5
CC(=O)Nc1cccc(-c2csc(Nc3ncccn3)n2)c1	3.3
COC(=O)[C@H](CC(C)C)NS(=O)(=O)c1c(F)cccc1F	4.6
Clc1ccc(-c2nc3c4ccccc4ccn3c2Cc2cccc(Cl)c2)cc1	1.7
COc1cccc(C(NC(C)=O)c2nc(-c3ccccc3C)cs2)c1 (stereo not drawn)	2.2

Source: PubChem BioAssay
